# High-throughput results (PubChem)
# V-ATPase pHluor – regulators of yeast V-ATPase proton pumping, primary screen, pHLuorin cytosolic pH fluorescence; S. cerevisiae; 350,000 compounds, 0.37% hits; response, % at 10 µM; AID 504577, 2011; in the data active = response mostly above about 7.3%, no sharp cut-off; inactive = mostly below about 5.4%; also: actives read high; inactives centre near 0; some compounds called inactive have numbers as strong as hits; reference of the scale not given here
# CDK5 p35 inh – inhibitors of human CDK5/p35 kinase, primary screen, biochemical, single concentration; 330,000 compounds, 0.01% hits; inhibition, % at 10 µM; Recombinant CDK5/p35, ADP-Glo luminescence, 60 min; AID 488839, 2010; Cyclin-dependent kinase 5 (Homo sapiens) + Cyclin-dependent kinase 5 activator 1 (Homo …;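 active = highest replicate inhibition of at least 50% and at least 75% of replicates reaching 50%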;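 also: plate controls were DMSO neutral control for no effect and GW8510 at 10 µM for full effect; many of its hits are not listed in these tables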
# CAL PDZ FP-1 – untagged CAL PDZ binding inhibitors, primary screen, biochemical, fluorescence polarization, HTS; AID 602252, 2012; Golgi-associated PDZ and coiled-coil motif-containing protein (Homo sapiens), Q9HD26; purified CAL PDZ, TMR-peptide fluorescence polarization, 1 h; 300,000 compounds, 0.92% hits; inhibition, % at 24.9 µM;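 active = mean inhibition of at least 30% with at least half of replicates also reaching 30%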;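 also: 0% = DMSO neutral control and 100% = excess unlabeled competitor peptide PRC23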
# MITF act – activators of MITF-driven TRPM1 promoter reporter, primary screen, cell-based, SK-MEL-5, luciferase, single point; 300,000 compounds, 0.75% hits; activation, % at 12.5 µM; SK-MEL-5 TRPM1-promoter luciferase, 24 h; % of positive control, neutral wells = 0; AID 588334, 2011;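 active = mean activation of at least 80% with every replicate also reaching 80%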;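 also: 0% = neutral control wells and 100% = parthenolide positive control wells; values of inactives mirror those of a sister screen read the other way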
# Tat transport – E. coli Tat export inhibitors, primary screen, MC4100, TorA-mCherry reporter, fluorescence, single point | 340,000 compounds, 0.036% hits | inhibition, % at 10 µM;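 active = mean replicate inhibition at least 50% and at least half of replicates individually reaching 50%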;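 also: exported cargo escapes ClpAP degradation while cytoplasmic cargo is degraded and loses fluorescence; 0% = median of neutral control wells and 100% = median of NaSCN control wells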
# Wnt act – Wnt/beta-catenin pathway activators, primary screen, cell-based, plate reader, single point; Wnt/beta-catenin reporter cell assay, activator; activation, % at 9.35 µM; 300,000 compounds, 1.2% hits; in the data active = activation above about 30%, passing the limit was not always enough;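 also: 0% = neutral control wells and 100% = positive control wells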
# dFosB act – activators of delta FosB homodimer, primary screen, biochemical, fluorescence polarization, TAMRA-CDK5 oligo, single point; Protein FosB (Mus musculus), P13346; purified delta FosB; percent of positive-control signal above neutral wells; activation, % at 25 µM; 340,000 compounds, 0.99% hits;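 active = mean activation above about 17%, with every replicate also reaching it, limit read from the data, passing the limit was not always enough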;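 also: fluorescence polarization rise as delta FosB binds a TAMRA Cdk5 AP-1 oligo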
# Target sequence (P13346 whole entry, looked up): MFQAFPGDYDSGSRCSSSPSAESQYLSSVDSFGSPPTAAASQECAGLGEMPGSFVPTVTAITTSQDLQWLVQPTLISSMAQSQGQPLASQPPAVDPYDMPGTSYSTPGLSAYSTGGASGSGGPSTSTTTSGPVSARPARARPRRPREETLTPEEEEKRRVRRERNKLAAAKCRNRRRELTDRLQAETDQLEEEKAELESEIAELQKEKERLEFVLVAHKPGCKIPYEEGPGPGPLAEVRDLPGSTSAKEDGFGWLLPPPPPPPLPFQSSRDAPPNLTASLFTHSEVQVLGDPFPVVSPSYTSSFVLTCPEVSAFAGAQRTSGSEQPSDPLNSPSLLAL
# Rtt109 Vps75 – inhibitors of C. albicans Rtt109/Vps75 HAT, primary screen, biochemical, ThioGlo CoA-SH fluorescence, plate reader; Histone acetyltransferase RTT109 (Candida albicans (strain SC5314 / ATCC MYA-2876)), …; purified Rtt109/Vps75, 4 h; inhibition, % at 34.9 µM; 330,000 compounds, 0.16% hits;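 active = inhibition of at least 50% in every replicate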
# Target sequence (Q5AAJ8 whole entry, looked up): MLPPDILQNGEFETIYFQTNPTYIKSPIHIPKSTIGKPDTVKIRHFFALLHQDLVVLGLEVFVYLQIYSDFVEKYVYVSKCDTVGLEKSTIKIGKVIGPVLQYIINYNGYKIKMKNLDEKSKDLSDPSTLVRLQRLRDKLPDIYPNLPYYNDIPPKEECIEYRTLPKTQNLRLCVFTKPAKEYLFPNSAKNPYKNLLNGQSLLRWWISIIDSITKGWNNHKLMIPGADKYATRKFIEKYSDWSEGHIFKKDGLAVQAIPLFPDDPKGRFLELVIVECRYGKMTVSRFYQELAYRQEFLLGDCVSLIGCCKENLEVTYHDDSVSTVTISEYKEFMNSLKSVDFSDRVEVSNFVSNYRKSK
# cardiac RTF act – cardiac RTF calcium sensitivity activators, primary screen, biochemical, IANBD-TnC fluorescence, EC20 calcium; IANBD-labeled TnC RTF fluorescence at EC20 calcium; 0% EC20 calcium, 100% full calcium; AID 493008, 2010; activation, % at 7.2 µM; 340,000 compounds, 0.24% hits;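 active = activation above the mean over all tested compounds plus 3 SD, cut at about 30% in these data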;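 also: rise in fluorescence read as greater calcium sensitivity of cardiac thin filaments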
# CAL PDZ FP-2 – CAL PDZ peptide-binding inhibitors, primary screen, biochemical, fluorescence polarization, Cer-tagged CAL PDZ, HTS; 330,000 compounds, 0.02% hits; inhibition, % at 20 µM; Golgi-associated PDZ and coiled-coil motif-containing protein (Homo sapiens), Q9HD26; AID 504414, 2011; purified CAL PDZ, TMR-peptide fluorescence polarization, 1 h;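 active = highest replicate inhibition of at least 40%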;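 also: plate controls were DMSO neutral control wells for no effect and unlabeled competitor peptide control wells for full effect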
#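 System: purified tagged CAL PDZ domain construct (CerCALP). Schedule: 1 h incubation at room temperature before polarization reading. Medium: 25 mM sodium phosphate pH 7.4, 150 mM NaCl, TCEP, IgG, Thesit. Read-out: percent inhibition from loss of millipolarization. Measured by: FP readout, S and P plane fluorescence. Probe or stimulus: fluorescent TMR peptide probe.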
# An asterisk follows results filed as active; . = no result given.
SMILES,V-ATPase pHluor,CDK5 p35 inh,CAL PDZ FP-1,MITF act,Tat transport,Wnt act,dFosB act,Rtt109 Vps75,cardiac RTF act,CAL PDZ FP-2
O=[N+]([O-])c1ccc(Cl)c(S(=O)(=O)NCCc2ccccn2)c1,-3,0.5,10,-6,6,-1,-3,2,-3,0.0
CCc1ccc(CN(C)C(=O)CCc2nnc(-c3ccc(-c4ccccc4)cc3)o2)nc1,-3,0.4,8,-14,1,15,-17,14,-2,-1.5
CCOC(=O)C1(CCOc2ccccc2)CCN(Cc2ccc(C)o2)CC1,3,-2.4,53*,-4,-1,-2,-8,-3,-3,-0.7
COc1ccc2ccc(Oc3ncccn3)cc2c1,4,0.7,-9,24,-2,22,-2,-16,1,-1.2
O=C(O)c1ccc(NC(=O)c2cccs2)cc1,-2,2.4,-3,15,-5,.,5,-3,-8,1.1
CCOc1ccc(-n2c(N)c(C(=O)NCc3ccco3)sc2=S)cc1,1,0.6,-1,7,1,-1,-2,7,-4,-3.5
CC(=O)N1CCN(C(=O)CSc2ncnc3sc(C)c(C)c23)CC1,0,-1.4,-12,5,-4,-2,-8,0,4,0.2
O=c1[nH]c2ccc(S(=O)(=O)N3CCN(Cc4ccccc4)CC3)cc2[nH]c1=O,0,1.4,.,-6,-13,-1,-15,8,-1,-3.8
CN(CC(=O)Nc1cccc(Cl)c1)C1=NS(=O)(=O)c2ccccc21,3,-0.3,.,1,2,-4,0,3,4,-1.4
COc1ccc(OC)c(N2C(=NC(=O)C3CCCCC3)SC3CS(=O)(=O)CC32)c1 (configuration not stated),4,-0.5,-5,-3,-6,3,-5,-3,-3,-2.7
COc1cc(NC(=O)CSc2ncnc3sc4c(c23)CCCC4)c(C(=O)O)cc1OC,-3,0.1,-1,-2,-8,-3,-1,-6,-5,-3.2
CC(C)Oc1ccc(C2NC(=O)c3ccccc3O2)cc1 (configuration not stated),6,0.6,-6,9,-1,1,-5,.,2,-1.0
O=C(Nc1cc(C(F)(F)F)ccc1N1CCOCC1)c1ccccc1,0,0.2,1,6,4,-2,2,-2,3,-2.9
CC(C)CC(=O)Nc1ccc(C(=O)Nc2cccc(O)c2)cc1,5,-1.6,0,70,7,1,0,6,3,-1.4
O=C(O)/C=C/C(=O)NC1CCC(CC2CCC(NC(=O)/C=C/C(=O)O)CC2)CC1 (configuration not stated),2,-1.9,0,-4,-3,0,-4,0,8,-2.8
CC1CCN(S(=O)(=O)N2CCC(C(=O)O)CC2)CC1,-2,1.1,-1,5,-5,3,1,-1,2,-0.9
COc1cc(OC)c(C(=O)N/N=C/c2ccoc2)cc1OC,-6,-1.5,-1,-3,-11,0,-6,10,-4,-3.3
COC(=O)c1nnn(CC(=O)NC(=O)Nc2ccc(F)cc2)c1C(=O)OC,0,0.7,-3,-1,-1,-1,3,-10,-11,-0.7
Cn1c(Cn2c(=O)sc3ccccc32)nnc1SCC(=O)NCc1ccccc1Cl,-1,1.0,.,.,-7,-1,7,-6,6,-0.6
O=C(c1ccc2c3c(cccc13)CC2)C1CCCN(C(=O)c2ccc(=O)[nH]c2)C1 (configuration not stated),0,-1.7,4,-9,6,-3,-7,-13,-2,-4.0
Nc1ccc(S(=O)(=O)N2CCOCCOCCOCCOCCOCC2)cc1,-2,0.7,.,2,-5,-3,4,-5,-1,0.6
O=C(COC(=O)c1cc2c(s1)CCC2)Nc1ccc(F)cc1,-3,-2.9,9,2,4,2,-13,1,-8,-1.6
O=C(N/N=C/c1cccc(OCc2ccccc2)c1)c1ccc(Br)o1,-4,0.3,5,-4,28,12,-14,4,-3,-2.1
Cc1[nH]n(-c2ccccc2)c(=O)c1C(c1ccccc1[N+](=O)[O-])C(C#N)C#N (configuration not stated),0,-1.2,1,-5,-1,1,-7,-3,-7,0.7
CCc1nnc(NC(=O)CSc2nnc(COc3ccccc3)n2Cc2ccccc2)s1,-2,0.8,-4,.,4,.,-8,-6,4,0.8
CN(C)NC(=O)c1ccsc1NC(=O)c1ccc(S(=O)(=O)N(C)C)cc1,-1,-0.4,.,.,14,-5,-8,-25,-2,-3.0
CCCCCn1ccc(=O)c2c(C(F)(F)F)nccc21,3,0.0,-1,.,1,-6,2,-10,1,.
COc1ccc(N=c2sc3ccccc3n2C)cc1,0,-1.8,0,77,5,.,-4,7,8,-0.9
COc1ccc(S(=O)(=O)N2CCC(C)CC2)cc1OC,-2,0.2,0,.,-2,-4,3,-6,0,-1.5
CCOc1ccc(NC(=O)c2cc(C3CC3)nc3c2cnn3C(C)C)cc1OC,2,1.1,.,14,5,-1,-20,6,-10,-0.3
CCn1c(CC(=O)Nc2ccccc2)nnc1SCC(=O)Nc1ccccc1C(=O)OC,-1,0.7,-5,.,2,-6,-12,-3,9,-0.7
O=C(N=C1SC2CS(=O)(=O)CC2N1CCc1ccccc1)C1CC1 (configuration not stated),2,.,-1,9,-9,2,-2,-1,-1,-2.5
Cn1c(SCC(=O)N2CCCCCC2)nnc1-c1ccco1,1,1.7,0,3,-4,1,1,17,-10,-2.3
Cc1ccc(NC(=O)CCC(=O)OCC(=O)c2ccc(Oc3ccc([N+](=O)[O-])cc3)cc2)cc1,-3,1.2,-2,7,1,0,1,0,-2,-2.2
O=C1CCCC/C1=C/Nc1cccc(C(F)(F)F)c1,-6,0.1,-1,6,1,21,-9,-5,-2,-1.6
CS(=O)(=O)N(CC(=O)NN=C1CCCCCC1)c1ccc(Oc2ccccc2)cc1,5,-5.4,-5,0,-2,-4,-7,2,2,-2.4
CC(C)(C)c1ccc(/C=C2\SC(=O)N=C2N)cc1,-2,0.2,-5,19,-8,0,-3,-2,-2,-2.5
Cc1cc(S(=O)(=O)N2CCCOC2CNC(=O)C(=O)NCCc2ccco2)ccc1F (configuration not stated),-3,-0.8,-3,-2,-2,0,-7,4,-8,-0.5
CCOC(=O)N1CCN(Cc2nc3c(c(=O)n(C)c(=O)n3C)n2CCCc2ccccc2)CC1,0,0.2,.,3,10,.,-6,13,-1,-1.7
COc1ccc(CCNC(=O)CCc2ccc(OC)cc2)cc1,-1,-0.5,.,11,8,3,1,-4,1,0.6
CC(Sc1ccc(Cl)cc1)C(=O)Nc1ccc2c(c1)OCO2 (configuration not stated),-3,2.7,4,12,9,1,4,12,1,-1.6
O=C(Nc1ccc2c(c1)OCO2)N1CCCC1,0,-0.2,-1,33,1,.,0,4,2,-2.4
CCOC(=O)CCCCCC(=O)Nc1ccc2c(c1)CC(=O)N([C@@H](C)CO)C[C@H](C)[C@@H](CN(C)Cc1ccccc1)O2,2,-1.5,0,25,0,-3,-16,13,-3,-0.6
COC(=O)C1CCN(C(=O)Cc2ccc(Br)cc2)CC1,1,-2.4,2,.,15,.,-2,2,14,-2.7
Cc1ccc(CN(c2ccc(C(=O)Nc3ccc4c(c3)OCO4)cc2)S(C)(=O)=O)cc1,-4,0.7,.,1,-3,.,-11,7,1,-1.4
NC1=NC(=O)/C(=C/c2cccc(F)c2)S1,2,-0.7,4,26,-9,2,-23,0,4,-1.6
Cc1ccc(NC(=O)CSc2nnc(Cc3csc(C)n3)o2)c(C)c1,0,4.3,7,-7,2,-2,0,3,0,-2.1
COc1ccc(S(=O)(=O)N[C@@H](C)C(=O)OCC(=O)Nc2cc3oc4ccccc4c3cc2OC)cc1,2,-0.9,-2,21,1,10,-6,-3,-16,-2.6
Cc1cc(C)c2nc(NNC(=O)c3ccc(S(=O)(=O)N4CCCC(C)C4)cc3)sc2c1 (configuration not stated),1,-0.1,-1,-44,6,5,4,3,-5,0.4
O=C(CCCCl)Nc1nc(-c2ccc3c(c2)OCCO3)cs1,6,-0.7,7,88*,-2,16,-1,-10,-1,-1.6
CN(C)C(=O)/C(=C\c1ccncc1)NC(=O)c1ccccc1,-2,-6.3,-3,9,2,0,-3,-1,7,-2.4
C#CCOCCOCCOCCNc1nc(N2CCN(C(=O)Cn3cc(CCCCN)nn3)CC2)nc(N2CCN(C(=O)[C@H](CCCCN)n3cc(CCC(=O)O)nn3)CC2)n1,-1,1.5,-1,1,-2,0,3,4,-4,0.4
CCOC(=O)c1ccc(NC(=O)CCc2ccc(C)o2)cc1,2,-1.1,-2,1,1,.,5,19,1,-1.3
Clc1ccc(-c2csc(Nc3ccccc3)[n+]2Cc2ccco2)c(Cl)c1,-1,1.4,3,89*,0,43*,-12,-9,0,-5.3
O=C(Nc1ccc(F)c(Cl)c1)c1cncs1,-2,2.0,-4,-10,0,0,-3,2,0,-0.5
O=C1CCN(C(=O)c2cccs2)c2ccccc21,3,-1.4,-1,-3,-13,1,6,3,2,-0.3
CCN(CC)c1ccc(/C=C(\C#N)c2ccccn2)cc1,-4,-0.1,-2,29,7,.,-2,4,0,-3.1
COc1ccc(S(=O)(=O)N(C)c2ccc(C(=O)N3CCOCC3)cc2)cc1OC,-2,-2.0,-3,10,-6,-3,-8,-5,0,0.4
CCC(C)NCC(O)COCc1ccc(Cl)cc1 (configuration not stated),0,1.0,-3,2,-15,0,-3,2,1,1.0
Cc1ccccc1NC(=O)Cc1nc(COC(=O)COc2cccc(C)c2C)cs1,-5,-0.7,-2,0,7,2,-8,0,-4,-2.5

# With a hit mark in CAL PDZ FP-1, among the entries above:
SMILES,V-ATPase pHluor,CDK5 p35 inh,CAL PDZ FP-1,MITF act,Tat transport,Wnt act,dFosB act,Rtt109 Vps75,cardiac RTF act,CAL PDZ FP-2
CCOC(=O)C1(CCOc2ccccc2)CCN(Cc2ccc(C)o2)CC1,3,-2.4,53*,-4,-1,-2,-8,-3,-3,-0.7

# The listing continues.
SMILES,V-ATPase pHluor,CDK5 p35 inh,CAL PDZ FP-1,MITF act,Tat transport,Wnt act,dFosB act,Rtt109 Vps75,cardiac RTF act,CAL PDZ FP-2
CC(C)(C)c1ccc(C(=O)NNC(=O)c2ccncc2)cc1,2,1.0,.,3,3,2,0,-2,4,-0.8
NS(=O)(=O)c1ccc(NC(=O)C2CCCN(S(=O)(=O)c3ccc(F)cc3)C2)cc1 (configuration not stated),-1,0.3,-2,4,-12,.,2,-7,6,-2.0
O=C(CNS(=O)(=O)c1cccc2nsnc12)NCc1ccc(Cl)cc1,-1,1.2,-1,-8,-4,-5,4,2,3,-1.2
COc1ccc(S(=O)(=O)Nc2ccc(S(=O)(=O)N3CCOCC3)cc2)cc1C,-1,0.9,-5,1,-5,.,-8,14,1,1.7
COc1ccc(-c2nc(N)n(C(=O)c3ccccc3)n2)cc1,3,-0.5,3,17,-9,3,-4,-8,2,-2.6
